hIAP inh: human IAP inhibition | P09923 | purified IAP, CDP-Star luminescence, 30 min | inhibition, % at 10 µM | 330,000 tested, 0.12% active;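 active = inhibition reaching a set limit with compound at 10 µM in the primary screen, cut at about 35% in these data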;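 note: plate controls were DMSO wells with enzyme for no effect and no-enzyme buffer wells for full effect; values of inactives mirror those of a sister screen read the other way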
A3G deaminase: inhibitors of human APOBEC3G DNA deaminase | 330,000 tested, 0.28% active | inhibition, % at 20 µM | Q9HC16 | AID 493012 | recombinant A3G, ssDNA deamination FAM/TAMRA fluorescence;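 active = inhibition of at least 40% at 20 µM, with no more than 30% in the related APOBEC3A deaminase screen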;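 note: plate controls were DMSO wells with A3G for no effect and wells lacking A3G enzyme for full effect; some compounds called inactive have numbers as strong as hits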
Target sequence (Q9HC16 whole entry, looked up): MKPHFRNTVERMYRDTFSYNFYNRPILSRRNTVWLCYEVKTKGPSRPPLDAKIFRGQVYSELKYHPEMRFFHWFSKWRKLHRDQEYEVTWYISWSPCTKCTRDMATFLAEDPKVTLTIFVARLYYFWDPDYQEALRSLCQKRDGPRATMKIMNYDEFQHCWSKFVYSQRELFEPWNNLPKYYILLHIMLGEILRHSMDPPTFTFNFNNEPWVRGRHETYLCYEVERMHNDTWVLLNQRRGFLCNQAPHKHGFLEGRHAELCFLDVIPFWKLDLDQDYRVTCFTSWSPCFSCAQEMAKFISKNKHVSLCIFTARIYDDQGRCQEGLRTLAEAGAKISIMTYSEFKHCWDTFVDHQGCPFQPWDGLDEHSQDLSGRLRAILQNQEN
SENP1 inh: blocks the human SENP1 SUMO protease catalytic domain. Q9P0U3. recombinant SENP1 catalytic domain, CyPet-SUMO1-YPet FRET cleavage. 360,000 tested, 0.21% active. inhibition, % at 10 µM;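 active = inhibition at least 30% at 10 µM, raw YFP signal under a set limit, fluorescence ratio 0.5 to 1.5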;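 note: 0% = enzyme with DMSO and 100% = no enzyme wells; some results filed as inactive read as strong as hits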
Target sequence (Q9P0U3 419-644 limits assumed): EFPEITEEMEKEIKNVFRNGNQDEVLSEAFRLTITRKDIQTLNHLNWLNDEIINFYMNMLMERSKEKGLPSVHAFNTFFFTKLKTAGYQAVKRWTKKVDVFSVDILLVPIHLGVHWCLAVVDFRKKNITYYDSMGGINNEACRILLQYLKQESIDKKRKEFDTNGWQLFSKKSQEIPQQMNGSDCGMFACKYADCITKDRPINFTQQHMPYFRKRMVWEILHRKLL
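Material – human SENP1 catalytic domain · Input – SENP1 enzyme, 20 pM final · Compound dosing – single concentration of 10 µM compound, 0.5% DMSO final · Timing – enzyme reaction for 50 min at room temperature, dark · Measured by – FRET fluorescence in CFP and YFP emission channels · Control set – no-enzyme wells low, DMSO-plus-enzyme wells high control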
NALP3 yeast inh: inhibitors of NALP3 inflammasome in yeast. 330,000 tested, 0.39% active. inhibition, % at 10 µM. Yeast reconstituted NLRP3/ASC/caspase-1, beta-gal luminescence, 24 h;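 active = inhibition of 50% or more; inactive = inhibition below 50%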;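 note: plate controls were induced DMSO wells for no effect and uninduced yeast grown without galactose for full effect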
MIN6 prolif: inducers of beta-cell replication in MIN6 cells | MIN6 cells proliferation, ATPlite luminescence, 48 h; cells starved in 0.2% serum; 100% = growth in 10% serum | proliferation, % at 10 µM | 330,000 tested, 0.29% active | AID 2380;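 active = compounds whose signal lies at least 3.5 SD above the mean of all wells on their plate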;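 note: 0% = DMSO-treated cells in low-serum medium and 100% = 10% serum control; some compounds called inactive have numbers as strong as hits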
A3A deaminase: inhibitors of human APOBEC3A DNA deaminase | AID 493011 | 330,000 tested, 0.41% active | inhibition, % at 20 µM | P31941 | recombinant A3A, FAM/TAMRA ssDNA deamination fluorescence;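 active = at least 40% inhibition at 20 µM here, with at most 30% in a related deaminase screen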;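 note: plate controls were A3A with DMSO for no effect and wells lacking A3A enzyme for full effect; some results filed as inactive read as strong as hits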
Target sequence (P31941 whole entry, looked up): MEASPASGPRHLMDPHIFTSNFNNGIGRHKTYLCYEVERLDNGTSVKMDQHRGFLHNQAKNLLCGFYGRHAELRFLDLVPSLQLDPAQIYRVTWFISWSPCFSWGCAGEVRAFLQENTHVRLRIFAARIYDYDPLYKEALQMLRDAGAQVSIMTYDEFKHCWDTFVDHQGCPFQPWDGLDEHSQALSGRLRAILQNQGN
hIAP act: increases human intestinal alkaline phosphatase activity; P09923; purified human IAP, CDP-Star luminescence, 30 min; hits give high values; 1 = vehicle-only enzyme, 0 = enzyme-free background; activation factor at 10 µM; 330,000 tested, 0.16% active; AID 2524;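 active = activation factor of the enzyme at least 2-fold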; note: the source names both 10 and 20 µM as test concentration; values of inactives mirror those of a sister screen read the other way
mIAP inh: blocks mouse intestinal alkaline phosphatase; purified mouse IAP, CDP-Star luminescence, 30 min; inhibition, % at 10 µM; 330,000 tested, 0.2% active; AID 2806;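 active = inhibition of at least 40% at 10 µM in the primary screen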;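 note: plate controls were DMSO with enzyme for no effect and no enzyme wells for full effect; values of inactives mirror those of a sister screen read the other way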
mIAP act: increases mouse intestinal alkaline phosphatase activity. muIAP, CDP-Star luminescence, 30 min; hits give high values; 1 = vehicle-only enzyme signal, 0 = enzyme-free wells. activation factor at 10 µM. 330,000 tested, 0.24% active. AID 2805;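 active = activation factor of at least 2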; note: the source names both 10 and 20 µM as test concentration; values of inactives mirror those of a sister screen read the other way
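Assay system: mouse IAP enzyme / Compound: DMSO-dissolved test compounds / Timing: 30 min, room temperature / Measured by: luminescence from enzymatic CDP-Star hydrolysis / Control set: DMSO-only wells, enzyme-free buffer wells as negative control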
Starred values were filed as active, the others as inactive; · = not tested or not shown. These rows are one share of the data; the hit share may differ from the screen's.

Key to letters: A = hIAP inh; B = A3G deaminase; C = SENP1 inh; D = NALP3 yeast inh; E = MIN6 prolif; F = A3A deaminase; G = hIAP act; H = mIAP inh; I = mIAP act
SMILES: COCCN1CCN(C(=O)c2cc(COc3ccc(F)cc3F)on2)CC1
  A = -10; B = -4; C = -4; D = 2; E = -3; F = 0; G = 1.1; H = 3; I = 0.97

SMILES: O=C(Nc1cccnc1Cl)c1ccc(=O)oc1
  A = 3; B = 43; C = -16; D = 7; E = 1; F = 92; G = 0.97; H = 34; I = 0.66

SMILES: O=C(COc1ccc(S(=O)(=O)N2CCCC2)cc1Cl)NCc1ccc2c(c1)OCO2
  A = 2; B = -1; C = 1; D = -5; E = -3; F = 3; G = 0.98; H = -9; I = 1.1

SMILES: O=C(N/N=C/c1c[nH]c2ccccc12)c1cccc([N+](=O)[O-])c1
  A = 2; B = -7; C = 1; D = 16; E = 4; F = 0; G = 0.98; H = 12; I = 0.89

SMILES: CCC1(c2ccccc2)NC(=O)N(CC(=O)NCc2ccc(F)cc2)C1=O (configuration not stated)
  A = 4; B = -5; C = 2; D = 16; E = 0; F = -1; G = 0.96; H = 2; I = 0.98

SMILES: O=C(NNS(=O)(=O)c1ccc(Cl)cc1)c1cccc(S(=O)(=O)N2CCOCC2)c1
  A = -9; B = -5; C = 0; D = -2; E = -1; F = 2; G = 1.1; H = 7; I = 0.93

SMILES: CC(C)NC(=O)Nc1cccs1
  A = -5; B = -5; C = 1; D = 2; E = -2; F = -5; G = 1; H = 5; I = 0.95

SMILES: O=C(CNC(=O)c1ccc(Br)o1)NNC(=O)COc1ccccc1Cl
  A = -21; B = -8; C = 1; D = 5; E = -4; F = -5; G = 1.2; H = 18; I = 0.82

SMILES: C=C1C(=O)O[C@H]2[C@H]1[C@@H](O)CC(=C)[C@@H]1CC(=O)[C@@H](C)[C@H]21
  A = -7; B = -7; C = 3; D = 4; E = -1; F = -1; G = 1.1; H = 5; I = 0.95

SMILES: O=C(Nc1cccs1)Nc1ccc(F)cc1F
  A = 8; B = -4; C = 3; D = 6; E = 0; F = -3; G = 0.92; H = 0; I = 1

SMILES: CC1CCCC(C)N1C(=O)COC(=O)CNC(=O)c1ccccc1F (configuration not stated)
  A = 2; B = -6; C = 1; D = 21; E = -1; F = -2; G = 0.98; H = 7; I = 0.93

SMILES: CN(C)S(=O)(=O)c1cc(NC(=O)COC(=O)CC2CC3CCC2C3)ccc1Cl (configuration not stated)
  A = 0; B = -7; C = 4; D = -11; E = 5; F = -2; G = 1; H = -4; I = 1

SMILES: O=S(=O)(c1ccc(F)cc1)N1CCc2ccccc2C1
  A = -1; B = -8; C = 4; D = 22; E = 1; F = -7; G = 1; H = 1; I = 0.99

SMILES: CCn1nnnc1SCC(=O)Nc1nc2ccc(OC)cc2s1
  A = -2; B = 0; C = -2; D = -10; E = -5; F = 2; G = 1; H = 3; I = 0.97

SMILES: Cc1c(O)ccc2c3c(c(=O)oc12)CCCC3
  A = 9; B = -2; C = -61; D = 19; E = 3; F = -1; G = 0.91; H = 9; I = 0.91

SMILES: O=C(COC(=O)c1ncc(Cl)c(Cl)c1Cl)NCc1cccs1
  A = 16; B = -9; C = 2; D = 26; E = -2; F = -3; G = 0.84; H = 12; I = 0.88

SMILES: Cc1ccc(S(=O)(=O)N2CCOCC2)cc1NC(=O)CSc1nnc(C2CC2)n1C1CC1
  A = -7; B = -1; C = 3; D = 16; E = 5; F = 2; G = 1.1; H = 3; I = 0.97

SMILES: COC(=O)c1ccc(/C=N/N2CCN(Cc3ccc(Cl)cc3)CC2)cc1
  A = 26; B = -5; C = 2; D = 25; E = 2; F = -4; G = 0.74; H = 10; I = 0.9

SMILES: O=C(NS(=O)(=O)c1ccc(Cl)cc1)c1ccccc1
  A = 2; B = -11; C = 1; D = 10; E = -1; F = -3; G = 0.98; H = 2; I = 0.97

SMILES: COC(=O)/C(C#N)=C/c1c(N2CCN(c3cccc(Cl)c3)CC2)nc2c(C)cccn2c1=O
  A = 10; B = -3; C = -32; D = 6; E = 0; F = 1; G = 0.9; H = 10; I = 0.9

SMILES: COc1ccc(CN2C(=O)NC3(CCCc4ccccc43)C2=O)cc1F (configuration not stated)
  A = 17; B = -3; C = 1; D = -3; E = -2; F = 1; G = 0.83; H = -3; I = 1

SMILES: O=C(Nc1ccc([N+](=O)[O-])cc1)N1CCCCC1
  A = 6; B = -4; C = -1; D = 8; E = -1; F = -2; G = 0.94; H = -3; I = 1

SMILES: COC(=O)c1ccc(NC(=O)c2cc[n+](Cc3ccccc3)cc2)cc1
  A = 4; B = -6; C = 0; D = 15; E = -1; F = -1; G = 0.96; H = -1; I = 1

SMILES: COC(C[C@H](O)[C@H](C)[C@H](O)COCc1ccccc1)OC
  A = 2; B = -4; C = 1; D = 4; E = 2; F = 0; G = 0.98; H = 8; I = 0.92

SMILES: COc1cc(/C=N/NC(=O)CN(CCc2ccccc2)S(=O)(=O)c2ccc(NC(C)=O)cc2)cc(OC)c1OC
  A = 3; B = 0; C = 1; D = -8; E = -1; F = 0; G = 0.97; H = -16; I = 1.2

Some of these compounds in order of SMILES length, descending:
Key to letters: A = hIAP inh; B = A3G deaminase; C = SENP1 inh; D = NALP3 yeast inh; E = MIN6 prolif; F = A3A deaminase; G = hIAP act; H = mIAP inh; I = mIAP act
SMILES: C=C1C(=O)O[C@H]2[C@H]1[C@@H](O)CC(=C)[C@@H]1CC(=O)[C@@H](C)[C@H]21
  A = -7; B = -7; C = 3; D = 4; E = -1; F = -1; G = 1.1; H = 5; I = 0.95

SMILES: COC(C[C@H](O)[C@H](C)[C@H](O)COCc1ccccc1)OC
  A = 2; B = -4; C = 1; D = 4; E = 2; F = 0; G = 0.98; H = 8; I = 0.92

SMILES: O=C(Nc1ccc([N+](=O)[O-])cc1)N1CCCCC1
  A = 6; B = -4; C = -1; D = 8; E = -1; F = -2; G = 0.94; H = -3; I = 1

SMILES: O=C(NS(=O)(=O)c1ccc(Cl)cc1)c1ccccc1
  A = 2; B = -11; C = 1; D = 10; E = -1; F = -3; G = 0.98; H = 2; I = 0.97

SMILES: O=C(Nc1cccs1)Nc1ccc(F)cc1F
  A = 8; B = -4; C = 3; D = 6; E = 0; F = -3; G = 0.92; H = 0; I = 1

Remaining list, next part
Key to letters: A = hIAP inh; B = A3G deaminase; C = SENP1 inh; D = NALP3 yeast inh; E = MIN6 prolif; F = A3A deaminase; G = hIAP act; H = mIAP inh; I = mIAP act
SMILES: CC(=O)c1cccc(-c2ccc3c(=O)[nH]c(Nc4ccccc4)cc3c2)c1
  A = -38; B = -2; C = -47; D = 20; E = -3; F = 1; G = 1.4; H = -1; I = 1

SMILES: CNC(=O)c1c(NC(=O)c2ccc(S(=O)(=O)N(C)c3ccccc3)cc2)sc2c1CCN(C(C)C)C2
  A = 16; B = -11; C = ·; D = 20; E = -2; F = -7; G = 0.84; H = 11; I = 0.89

SMILES: CCn1cc(Br)c(C(=O)NC(C)c2ccccc2)n1 (configuration not stated)
  A = 2; B = -8; C = 3; D = 5; E = -1; F = -1; G = 0.98; H = -6; I = 1.1

SMILES: CCOC(=O)CCNC(=O)N1CCCC(N(C)CCc2ccccc2)C1 (configuration not stated)
  A = 12; B = -6; C = 0; D = 18; E = -4; F = -2; G = 0.88; H = -4; I = 1

SMILES: COc1ccccc1NC(=O)C1CCN(C(=O)NCc2ccccc2)CC1
  A = 13; B = -6; C = 1; D = 20; E = 4; F = -3; G = 0.87; H = 1; I = 0.99

SMILES: CC(C(=O)Nc1ccccc1-c1ccccc1)N1CCN(Cc2ccccc2)CC1 (configuration not stated)
  A = -14; B = -5; C = 0; D = 19; E = -2; F = -1; G = 1.1; H = 0; I = 1

SMILES: CCN(CC)S(=O)(=O)c1cccc(-c2nn(-c3ccccc3)cc2/C=C(\C#N)C(=O)NCc2ccco2)c1
  A = 9; B = -3; C = -2; D = 2; E = -1; F = -2; G = 0.91; H = 17; I = 0.83

SMILES: O=S(=O)(c1cccc2cccnc12)N1CCCCC1
  A = 19; B = -9; C = -1; D = 14; E = 0; F = -4; G = 0.81; H = 4; I = 0.96

SMILES: COC(=O)[C@H](Cc1ccccc1)NC(=O)N1CCN(c2ccc(F)cc2)CC1
  A = -10; B = -2; C = 1; D = 13; E = -3; F = -1; G = 1.1; H = -1; I = 1

SMILES: Cc1ccc(NC2=C(Cl)C(=O)OC2OC(C)C)cc1 (configuration not stated)
  A = 12; B = -19; C = 1; D = -6; E = 2; F = 2; G = 0.88; H = 3; I = 0.97

SMILES: O=C(NC1CCCCCC1)C1c2ccccc2C(=O)N1Cc1cccs1 (configuration not stated)
  A = 0; B = 0; C = 2; D = -11; E = 2; F = 1; G = 1; H = -1; I = 1

SMILES: CCOC(=O)NC(NS(=O)(=O)c1ccccc1)(C(=O)OCC)C(F)(F)F (configuration not stated)
  A = 5; B = -3; C = 3; D = -14; E = -1; F = -1; G = 0.95; H = -1; I = 1

SMILES: CC1CN(C(=O)CSc2nnc(-c3ccccc3)o2)CC(C)O1 (configuration not stated)
  A = 4; B = -6; C = 1; D = 15; E = -4; F = 9; G = 0.96; H = 9; I = 0.91

SMILES: Cc1nn(CCS(=O)(=O)c2ccc(Cl)cc2)c(C)c1Br
  A = -32; B = -5; C = 2; D = -9; E = -1; F = -3; G = 1.3; H = -8; I = 1.1

SMILES: O=[N+]([O-])c1ccc(-c2nc(C(Cl)Cl)c3ccccc3n2)cc1
  A = 7; B = -3; C = 1; D = 2; E = -4; F = -3; G = 0.93; H = 2; I = 0.98

SMILES: CC(C)(C)CC(=O)Nc1nn[nH]n1
  A = -1; B = -6; C = 4; D = 1; E = -3; F = -3; G = 1; H = -6; I = 1.1

SMILES: CC[N+]1(CC)CC2=Cc3ccccc3CC2C1 (configuration not stated)
  A = 7; B = -17; C = -1; D = 18; E = 0; F = -7; G = 0.93; H = 7; I = 0.93

SMILES: COc1cc(/C=N/NC(=O)c2cccc([N+](=O)[O-])c2)ccc1OCc1ccc(C)cc1
  A = -12; B = -9; C = 2; D = -2; E = -3; F = -1; G = 1.1; H = 8; I = 0.92

SMILES: COC(CNC(=O)c1ccc2c3c(onc13)-c1ccccc1C2=O)OC
  A = -10; B = -8; C = 8; D = 21; E = -4; F = -2; G = 1.1; H = -1; I = 1

SMILES: OCC1(CC2CCCCO2)CCN(Cc2nc3ccccc3[nH]2)CC1 (configuration not stated)
  A = -15; B = -13; C = -82; D = 20; E = -1; F = -7; G = 1.2; H = -10; I = 1.1

SMILES: COc1ccccc1C(=O)NC(=O)OCCn1c(C)cnc1[N+](=O)[O-]
  A = 4; B = -5; C = 0; D = -3; E = -1; F = -9; G = 0.96; H = -13; I = 1.1

Screening data (PubChem BioAssay)
